# Source: PubChem
# GALR2 antag – GALR2 (human) receptor antagonism | O43603 | GALR2-expressing cells, antagonist mode | inhibition, % at 4 µM | hit rate 0.39% among 140,000 | AID 828; in the data active = inhibition above about 27%;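 note: cells stimulated with galanin 1-16 at roughly its EC80; 0% = agonist challenge control and 100% = basal control without agonist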
# Target sequence (O43603 whole entry, looked up): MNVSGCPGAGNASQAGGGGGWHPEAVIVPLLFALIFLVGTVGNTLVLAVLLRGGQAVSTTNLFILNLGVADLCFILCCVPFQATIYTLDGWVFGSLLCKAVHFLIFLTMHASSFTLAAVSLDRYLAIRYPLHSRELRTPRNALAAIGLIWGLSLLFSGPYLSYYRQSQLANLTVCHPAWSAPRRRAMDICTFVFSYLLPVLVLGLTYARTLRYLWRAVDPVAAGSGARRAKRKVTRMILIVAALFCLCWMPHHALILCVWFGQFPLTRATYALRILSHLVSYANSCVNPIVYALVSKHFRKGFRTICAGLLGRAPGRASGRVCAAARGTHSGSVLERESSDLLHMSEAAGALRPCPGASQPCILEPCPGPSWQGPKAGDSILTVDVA
# bCat KO growth – beta-catenin-lacking colon tumor cell growth suppression | HCT116 beta-catenin knockout viability, CellTiter-Glo, 60 h; stronger effect = lower value | viability, % at 10 µM | hit rate 1.5% among 140,000 | AID 818;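 active = viability at or under a set limit, the compound median less 4 SD, cut at about 6% in these data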;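 note: 0% = Hyamine 1622 control at 20 µM and 100% = untreated cell control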
# HCT116 PTEN-null – suppresses growth of cells with PTEN deletion | HCT116 PTEN-null viability, CellTiter-Glo, 60 h; stronger effect = lower value | viability, % at 10 µM | hit rate 1.2% among 140,000 | AID 827;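 active = viability at or below a set limit, 4 SD under the median of all tested compounds, cut at about 3.7% in these data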;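 note: PTEN knockout HCT116 line with beta catenin targeted HCT116 as companion control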
# BB579 growth dn – chemicals that inhibit yeast BB579 growth in restrictive medium (lifespan-shortening candidates); S. cerevisiae BB579 growth, OD615, 48 h; inhibition, % at 10 µM; hit rate 0.51% among 140,000; AID 804;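 active = inhibition above a set limit, 3 SD over the mean compound inhibition, cut at about 44% in these data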; note: inactives centre near -24
#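 System: Saccharomyces cerevisiae DeaD strain BB579, replicative lifespan model yeast. Buffer or medium: restrictive glucose-based CSMM-D medium. Doses: one dose, 10 µM compound with 0.25% DMSO. Timing: 4 h preincubation and 48 h exposure at 30 °C. Detection: turbidity as optical density at 615 nm. Benchmarks: amphotericin B 10 µg/mL, positive.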
# NPY-Y2 antag – antagonists of human neuropeptide Y receptor Y2; inhibition, % at 2.7 µM; NPY-Y2 expressing cells, antagonist mode; hit rate 0.99% among 140,000; in the data active = inhibition above about 17%;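 note: 0% = vehicle with agonist challenge and 100% = reference antagonist with challenge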
# Target sequence (P49146 whole entry, looked up): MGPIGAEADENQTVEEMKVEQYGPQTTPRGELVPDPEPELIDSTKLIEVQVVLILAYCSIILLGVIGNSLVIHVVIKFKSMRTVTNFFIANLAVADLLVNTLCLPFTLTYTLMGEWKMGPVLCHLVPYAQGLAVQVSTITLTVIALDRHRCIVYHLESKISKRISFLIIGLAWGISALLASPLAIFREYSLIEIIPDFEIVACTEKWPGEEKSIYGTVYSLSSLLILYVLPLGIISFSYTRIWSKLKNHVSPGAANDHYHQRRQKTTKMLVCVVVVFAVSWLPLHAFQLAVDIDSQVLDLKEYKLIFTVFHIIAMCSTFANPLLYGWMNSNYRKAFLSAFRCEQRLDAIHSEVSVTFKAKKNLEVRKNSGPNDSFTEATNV
# E-sel TNF inh – blocks E-selectin expression induced by TNF alpha. HUVEC TNFa-induced E-selectin immunofluorescence, high content. inhibition, % at 2 µM. hit rate 0.71% among 120,000. AID 1246;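 active = inhibition above the batch mean plus 3 SD, and confirmed as a hit on visual image review, cut at about 43% in these data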;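 note: 0% = TNF-stimulated DMSO wells and 100% = unstimulated control wells; not every result past the cut was called active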
# MRP1 act – activates MRP-1 | H69AR cells + doxorubicin, viability rescue, CellTiter-Glo | viability increase, % at 10 µM | hit rate 0.61% among 140,000 | AID 799;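 active = viability gain under doxorubicin at or above a set limit, the compound median plus 3 SD, cut at about 4.7% in these data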;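 note: MRP-1 overexpressing cells given doxorubicin 25 µM after compound pretreatment; 18-22 h compound pretreatment then 72 h with doxorubicin before readout; 0% = doxorubicin-only wells and 100% = vehicle-treated cells without doxorubicin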
# Yeast life ext – extends the lifespan of yeast; S. cerevisiae growth with nicotinamide, OD615; deaD strain in restrictive glucose medium; hit rate 0.68% among 130,000; inhibition of the nicotinamide effect, % at 10 µM;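 active = inhibition above a set limit, placed 3 SD over the median of all compounds, cut at about 26% in these data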;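 note: 0% = nicotinamide-treated wells and 100% = cells grown without nicotinamide; some compounds called inactive have numbers as strong as hits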
#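 Measured by: optical density (absorbance) at 615 nm; System: modified budding yeast, DeaD strain; Medium: restrictive CSMM-D dextrose medium; Timing: 4 h preincubation then 48 h treatment at 30 °C.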
# Measles CPE – protection of cells from measles virus; Measles virus-infected cells, CPE protection, absorbance; protection (pct of control), % at 4 µM; hit rate 1.5% among 140,000; in the data active = protection mostly above about 24%, no sharp cut-off; inactive = mostly below about 26%; note: some compounds called inactive have numbers as strong as hits
# Phagocyt inh – macrophage phagocytosis inhibition. J774A.1 macrophage IgG-bead phagocytosis, imaging. inhibition, % at 5 µM. hit rate 0.07% among 110,000;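 active = inhibition above the mean of the plate negative controls plus 5 SD, cut at about 13% in these data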;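 note: phagocytic index as fraction of beads internalized from green versus red external bead signal; plate controls were DMSO negative control for no effect and cytochalasin-D positive control for full effect; some results beyond the cut were filed as inactive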
# Active calls of the source: *; / = no result given.
SMILES,GALR2 antag,bCat KO growth,HCT116 PTEN-null,BB579 growth dn,NPY-Y2 antag,E-sel TNF inh,MRP1 act,Yeast life ext,Measles CPE,Phagocyt inh
COC(=O)C1=C(C)NC(=O)C1(Nc1ccc(Cl)cn1)C(F)(F)F (centres undefined),-9,95,105,-16,3,-18,-0.6,-12,16,/
CCOc1cc(/C=C/C(=O)c2ccc(C)cc2)ccc1OCC(=O)N(C)C,2,1.6*,1.7*,19,-2,9,-5.0,0,6,-1
O=C(NCCc1c[nH]c2ccccc12)C(F)(F)F,8,90,97,-21,-2,-2,-3.6,-22,45*,3
CCCC(c1nnnn1CC1CCCO1)N1CCN(c2nc3ccccc3s2)CC1 (centres undefined),-5,89,88,-41,8,4,-1.7,/,5,/
COc1cc(C(C)=O)ccc1OC(=O)C(C)N1C(=O)c2ccccc2C1=O (centres undefined),-13,93,103,-3,2,-4,-2.0,-8,14,-2
CCOc1ccc(Nc2nc(N3CCCCC3)nc(N3CCCCC3)n2)cc1,0,75,78,-59,-2,9,0.7,-14,14,0
CC1CC(=O)N(CC(=O)N2CCCC2)c2ccccc2S1 (centres undefined),5,102,101,-9,2,-19,-2.1,-6,8,-1
O=C(c1cnn2c(C(F)F)cc(C3CC3)nc12)N1CCOCC1,-1,93,95,-19,7,-18,-0.6,1,6,-3
CCSC1=N/C(=C\c2ccccc2)C(=O)N1,10,90,98,-48,0,/,0.7,-6,3,-7
CCOC(=O)c1ccc(NC(=O)CSc2nnnn2C2CCCCC2)cc1,-1,101,106,-77,8,0,1.1,/,8,/
CCN(CC)Cc1c(O)ccc2c([N+](=O)[O-])c(C)n(-c3ccc(OC)cc3)c12,5,79,83,-52,1,20,-4.8,/,5,/
Cc1ccc(S(=O)(=O)N(C)CC(=O)N2CCCc3ccccc32)cc1,3,94,82,10,2,-35,-4.0,1,12,-1
Cc1cccc(CS(=O)(=O)c2nnc([C@H](Cc3ccccc3)NC(=O)OC(C)(C)C)o2)c1,-3,1.4*,1.4*,-6,0,12,1.8,0,17,0
COc1cccc(C(=O)Nc2ccccc2)c1,1,82,99,-17,3,11,-0.6,-6,17,-2
COCCn1c(SCc2nc3scc(-c4ccc(Cl)cc4)c3c(=O)[nH]2)nnc1-c1cccc(C)c1,-11,69,69,-55,7,-2,-2.5,-1,3,5
C=CCSc1[nH]c(=O)cc(C)c1C(N)=O,-1,93,89,-13,-1,11,-0.1,-16,8,-1
COc1ccc(N(C)C(=O)c2ccc3nc(-c4ccccc4)c(-c4ccccc4)nc3c2)cc1,3,56,58,-4,-2,-35,-1.0,-7,4,/
CCCCNC(=O)CSc1nnc(NC(C)=O)s1,16,97,95,-15,11,-36,-0.3,-17,4,-1
CCC1CCCCN1C(=O)CCCOc1ccccc1 (centres undefined),-23,95,79,-39,6,8,0.0,-1,2,0
COc1ccc(S(=O)(=O)c2cnc3ccc(OC)cc3c2N2CCC3(CC2)OCCO3)cc1,-14,77,71,-16,12,/,-5.2,7,16,-10

# Part of the list above, limited to Measles CPE, Phagocyt inh and bCat KO growth.
Molecule | Measles CPE | Phagocyt inh | bCat KO growth
O=C(NCCc1c[nH]c2ccccc12)C(F)(F)F | 45* | 3 | 90
CCCC(c1nnnn1CC1CCCO1)N1CCN(c2nc3ccccc3s2)CC1 (centres undefined) | 5 | / | 89

# Back to the main list, starting three compounds before the break.
SMILES,GALR2 antag,bCat KO growth,HCT116 PTEN-null,BB579 growth dn,NPY-Y2 antag,E-sel TNF inh,MRP1 act,Yeast life ext,Measles CPE,Phagocyt inh
CCCCNC(=O)CSc1nnc(NC(C)=O)s1,16,97,95,-15,11,-36,-0.3,-17,4,-1
CCC1CCCCN1C(=O)CCCOc1ccccc1 (centres undefined),-23,95,79,-39,6,8,0.0,-1,2,0
COc1ccc(S(=O)(=O)c2cnc3ccc(OC)cc3c2N2CCC3(CC2)OCCO3)cc1,-14,77,71,-16,12,/,-5.2,7,16,-10
Cc1ccc(NC(=O)CN(C)C(=O)c2ccc(Cl)c([N+](=O)[O-])c2)cc1,4,82,80,-20,1,25,3.3,-5,13,-2
CCS(=O)(=O)/N=C(\N)c1ccccc1,-14,119,104,-17,2,/,-0.9,-3,9,-1
C=CCn1c(SCC(=O)Nc2ccc(C(=O)OCC)cc2)nnc1-c1cccs1,0,83,83,-26,6,/,-4.0,-5,4,-3
C/C(N)=C(/C#N)C(=O)CSc1nnc(Nc2cccc(C)c2C)s1,2,90,82,-13,2,/,-1.2,-9,20,-2
CC1COC2C(O1)N(S(C)(=O)=O)CCN2S(C)(=O)=O (centres undefined),0,101,106,-18,6,-1,0.0,12,13,0
Cn1c2ccccc2c2ncn(Cc3ccco3)c(=O)c21,5,99,79,-34,2,20,-4.5,-22,8,0
COc1ccc(CNc2nc3ccccc3n2Cc2ccc(C)cc2)cc1OC,4,61,66,1,10,14,-2.9,-8,14,-3
CN(C)C(=O)CSc1nnc2sc3ccccc3n12,8,/,/,/,-1,9,/,/,/,0
O=C(Nc1ccc(S(=O)(=O)NC2CCCCC2)cc1)c1ccc(Br)o1,6,91,81,-41,-2,1,-0.7,-2,9,0
Cc1nn(-c2cc(N3CCOCC3)ccc2N)c(=O)c2ccccc12,-3,80,101,-5,0,2,-2.0,-21,2,0
COc1ccccc1C(O)(C(=O)NN(C)c1ccccc1)c1ccccc1OC,2,90,81,-38,4,13,-1.2,2,2,/
COC(=O)c1ccc(Cn2cnc3c(cnn3-c3ccc(Cl)cc3)c2=O)o1,-3,92,90,-36,11,-12,-2.2,-1,5,-3
COc1ccc(N2CC(C(=O)Nc3cc(C)on3)CC2=O)cc1 (centres undefined),-2,87,91,-2,-2,-44,-2.0,-12,3,-1
Cc1ccccc1CS(=O)(=O)CCC(=O)NCCN1CCN(c2cccc(Cl)c2)CC1,2,54,63,1,1,/,-2.8,-8,28,-2
Cc1ccc(Cc2cnc(NC(=O)/C(C#N)=C/c3ccc(-c4cccc([N+](=O)[O-])c4)o3)s2)cc1,12,11,8,-34,0,47,-5.9,-7,4,-2
N/C(CN1CCCC1=O)=N\OC(=O)c1ccc(Cl)cc1,4,102,103,-10,3,/,-0.8,6,6,-2
Cc1ccc(C(=O)ONc2ccc(N=O)cc2)cc1,-3,90,97,-49,3,6,-1.8,-18,9,0
COc1ccc(/C=C/C(=O)c2ccccc2O)cc1,13,65,72,-15,3,11,-4.0,-3,6,/
Cc1ccc(C(C)NC(=O)/C(C#N)=C\c2c(C)[nH]c3ccccc23)cc1 (centres undefined),8,93,97,-79,6,-27,0.3,-9,4,-1
CCCCC(C)(O)C/C=C/[C@H]1[C@H](O)CC(=O)[C@@H]1CCCCCCC(=O)OC (some centres undefined),22,63,62,-39,93*,/,-2.4,32*,48,/
c1ccc(OCCOc2ncnc3ccccc23)cc1,9,91,98,-5,3,-6,-1.6,-7,28,0
O=C(NCCSCc1ccccc1)c1cc(S(=O)(=O)N2CCOCC2)ccc1F,15,85,84,-28,2,/,-0.1,-17,2,-2
Cc1ccc(-c2cc(=O)c3cc(C)ccc3[nH]2)cc1,-3,29,32,-11,-1,/,-3.3,2,0,/
COc1ccc(C(C)(C)C)cc1NC(=O)C1CC=CCC1C(=O)O (centres undefined),5,84,83,-23,1,/,-0.2,-8,15,-2
O=S(=O)(Nc1ccc(N2CCCCC2)cc1)c1cccs1,-7,99,94,-39,0,16,-3.0,-11,5,0
CCOC(=O)N1CCN(C(=O)Cc2ccc(C)cc2)CC1,7,97,105,-16,-1,-7,-0.8,-2,4,-2
O=C(CCc1nc2ccccc2c(=O)[nH]1)OCC(=O)c1cccc(Cl)c1,11,97,99,-13,-2,/,-0.8,-1,5,-13
CC1(C)C(=O)NCCN1C(=O)CSc1nccc(-c2ccc(Br)cc2)n1,-1,90,91,-17,3,-12,-3.9,-11,12,/
Cc1ccc2cc(C3CC(c4ccco4)=NN3S(=O)(=O)c3ccccc3)c(Cl)nc2c1 (centres undefined),-4,74,72,-22,0,/,0.6,-1,32,-2
CCCCCNC(=O)Cc1cc(=O)[nH]c(=O)[nH]1,-7,84,104,-12,8,9,-2.5,-9,3,0
CCOC(=O)CSc1nnc(NC(=O)c2cccc(S(=O)(=O)N3CCCCC3)c2)s1,4,103,98,-13,3,3,-2.7,-13,5,9
N#CCc1nc(CSc2nc3ccccc3s2)cs1,-19,87,92,-36,2,13,0.5,-11,3,-3
O=C(OCCN1C(=O)c2ccccc2C1=O)c1cc2ccccc2o1,1,93,107,-8,6,/,-0.3,-2,7,-3
Cn1c(SCc2n[nH]c(=S)n2-c2ccccc2)nnc1-c1ccccc1,11,92,98,-1,0,/,-0.4,-1,8,12
CCn1c(COc2ccc(=O)n(-c3ccccc3)n2)nnc1SCc1ccc(C)cc1,-3,89,95,-20,0,-8,-0.4,-16,9,/
Nc1oc2ccccc2c(=O)c1C=O,4,84,86,-46,2,14,0.0,-3,3,5
CC(C)C[C@H](NC(=O)OC(C)(C)C)c1nnc(SCc2cccc(F)c2)o1,1,71,72,-22,2,8,-3.7,-4,0,3
COc1ccc(OCCNC(=O)/C=C/c2ccc([N+](=O)[O-])cc2)cc1,10,86,92,-48,5,8,-1.8,-2,20,-4
COC(=O)c1sc2nc(-c3ccccc3)c3c(c2c1N)CCCC3,6,100,90,-70,2,0,-0.1,4,14,/
CCCn1c(SCC(=O)Nc2c(C)cccc2C)nnc1C(C)C,-3,87,93,4,-2,/,-1.3,-2,2,0
CCOC(=O)Cn1c(=O)oc2cc(S(=O)(=O)N3CCCc4ccccc43)ccc21,-1,98,92,-27,0,/,-0.7,-7,31,-1
C/C(Cn1nc([N+](=O)[O-])cc1C)=N\NC(=O)COc1ccc(Cl)cc1Cl,0,92,91,-17,3,/,-2.2,6,38,-7
CC(=O)c1c(C)[nH]c(C(=O)N2CCc3ccccc32)c1C,9,81,83,-40,1,/,-1.9,-16,22,0
O=C(C1=C[C@@H]2[C@H]3C(=O)N(c4ccc(Cl)cc4)C(=O)[C@H]3[C@@H](C(=O)c3ccc(Cl)cc3)N2C=C1)c1ccccc1,-2,90,95,-16,2,/,2.8,0,2,-6
CN1CCN(c2ccc(C(=O)c3ccc(F)cc3)cc2)CC1,-8,87,78,-26,4,-19,-2.5,-15,20,-1
O=S(=O)(NCCOC12CC3CC(CC(C3)C1)C2)c1cccc2nsnc12,-3,81,85,-68,5,3,-0.5,-7,15,3
COCCN1C(=O)c2ccc(C(=O)Nc3nccs3)cc2C1=O,1,93,100,-45,2,-36,1.0,-4,30*,1
COc1ccc(C2/C(=C(\O)c3ccc(OC)c(Cl)c3)C(=O)C(=O)N2CCN(C)C)cc1 (centres undefined),-10,95,106,-9,2,-3,-0.9,-4,5,0

# This is a random part of the collection; overall some 6.1% were active at least once.
